PGK inhibitor – qHTS Assay to Find Inhibitors of Phosphoglycerate Kinase. Phosphoglycerate kinase, glycosomal (Trypanosoma brucei brucei), P07378. PGK/GAPDH coupled, Kinase-Glo luminescence, 60 min. Potency, µM (highest dose often 57.5 µM), without a hit: at the top dose activity change, negative = inhibition, most hits filed as inhibitors. 380,000 tested, 0.043% active. AID 602233, 2012; also: potency is read from the fitted curve at half-maximal effect; % is scaled to controls: 0 for no effect and ±100 for the full control effect; nearly all actives have a fitted effect of over 60% in size
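Recombinant glycosomal PGK reaction used 1,3-bisphosphoglycerate generated in-well by GAPDH (100nM final) in 100mM TEA pH 7.6, 5mM MgCl2, 0.01% Tween-20. After 60 minutes at room temperature, ATP was read by Kinase-Glo Plus luminescence end-point.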
G9a inh – qHTS Assay for Inhibitors of Histone Lysine Methyltransferase G9a | G9a H3K9 monomethylation, AlphaScreen, 2 h | Potency, µM (top dose mostly 102 µM), for inactives: top-dose activity, negative = inhibition, usual class: inhibitors | 350,000 tested, 8.8% active | AID 504332, 2011; also: potency is read from the fitted curve at half-maximal effect; % is scaled to controls: 0 for no effect and ±100 for the full control effect; nearly all actives have a fitted effect of over 75% in size
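Chemiluminescent proximity detection of H3K9 monomethylation, read after 10 min bead incubation in the dark. Reaction: 20 nM G9a, 500 nM biotin-H3K9 peptide, 20 uM SAM cofactor, 2 h, room temperature, following 15 min enzyme-compound preincubation.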
BAZ2B inh – qHTS Assay for Inhibitors of BAZ2B | AlphaScreen BAZ2B-H3K14Ac peptide displacement | Potency, µM (highest dose often 114 µM), inactives show at the top dose activity change, negative = inhibition, hits mostly inhibitors | 360,000 tested, 4.4% active | AID 504333, 2011; also: potency is read from the fitted curve at half-maximal effect; % is scaled to controls: 0 for no effect and ±100 for the full control effect; nearly all actives have a fitted effect of over 60% in size
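In this displacement format the biotinylated H3(5-23) peptide acetylated at Lys14 serves as ligand at 50 nM, with BAZ2B at 50 nM in PBS pH 7.4 containing 0.01% Tween-20. Donor and acceptor beads are 10 ug/mL final.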
HP1b binding inh – HTS for Inhibitors of HP1-beta Chromodomain Interactions with Methylated Histone Tails. 390,000 tested, 0.56% active. Chromobox protein homolog 1 (Homo sapiens), P83916. AlphaScreen HP1-beta / biotin-H3K9me3 peptide binding. Potency, µM (top dose mostly 114 µM), without a hit: at the highest dose activity change, negative = inhibition, usual class: inhibitors; also: potency is read from the fitted curve at half-maximal effect; nearly all actives have a fitted effect of over 70% in size; inactives centre near 23
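HP1-beta protein (50 nM final) preincubated 30 min at room temperature with biotinylated H3(1-18)K9me3 peptide (50 nM) in PBS pH 7.4, 0.01% Tween-20, then compound added for 30 min. AlphaScreen streptavidin donor/nickel chelate acceptor beads (10 ug/mL final), 30 min dark, luminescence read.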
Pin1 inh – qHTS Assay to Find Inhibitors of Pin1. Potency, µM (top dose mostly 115 µM), inactives show top-dose activity, negative = inhibition, usual class: inhibitors. AID 504891, 2011. Pin1 FP peptide displacement, HiFluor488, 10 min. 390,000 tested, 0.009% active; active = well fitted inhibition curve with a large enough effect in the polarisation, with a control signal flat, not every such curve was filed as active; inconclusive = small, poorly fitted or top-dose-only effect, or effect the other way, or a change in a side signal; inactive = no such curve, though single readings can be large or run the other way; the % refers to the polarisation; also: potency is read from the fitted curve at half-maximal effect; % is scaled to controls: 0 for no effect and ±100 for the full control effect
GLS inhibitor – qHTS for Inhibitors of Glutaminase (GLS) | Potency, µM (series often up to 45.5 µM), without a hit: top-dose activity change, negative = inhibition, actives largely listed as inhibitors | 410,000 tested, 0.21% active | GLS enzymatic activity, qHTS titration; also: potency is read from the fitted curve at half-maximal effect; % is scaled to controls: 0 for no effect and ±100 for the full control effect
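Assay buffer: 45 mM KH2PO4 pH 8.2, 0.02% Tween-20. hKGA acts on L-glutamine (1 mM solution added); product glutamate is reported by an oxidase/peroxidase Amplex Red coupling, with fluorescence taken at baseline and 30 min.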
ERG-DNA inh – qHTS for Small Molecule Inhibitors of the ERG Ets/DNA interaction; Transcriptional regulator ERG (Homo sapiens), P11308; fluorescence polarization, His-ERG Ets domain / labelled DNA; Potency, µM (series often up to 76.9 µM), for inactives: top-dose FP activity, negative = inhibition, most hits filed as inhibitors; 370,000 tested, 0.028% active; AID 624246, 2012; active = well fitted inhibition curve with a large enough effect in the polarisation, with a control signal flat; inconclusive = small, poorly fitted or top-dose-only effect, or effect the other way, or a change in a side signal; inactive = no such curve, though single readings can be large or run the other way; the % refers to the polarisation;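 also: polarization taken with two DNA probes labelled with fluorescein and Texas red; potency is read from the fitted curve at half-maximal effect; % of control where 0% means no effect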
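His-tagged ERG Ets domain (1 uM in the protein solution; 300mM KCl, 50mM Tris-HCl, 1mM EDTA, 1mM DTT, pH 7.5) received compound, then a probe mix of 5 nM fluorescein-DNA and 100nM Texas-615-DNA. Fluorescence polarization was read for both dyes.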
JMJD2A Tudor inh – qHTS Assay for Inhibitors of JMJD2A-Tudor Domain | Lysine-specific demethylase 4A (Homo sapiens), O75164 | AlphaScreen JMJD2A-Tudor / H3K4me3 peptide binding | Potency, µM (top dose mostly 114 µM), for the others: top-dose activity change, negative = inhibition, usual class: inhibitors | 390,000 tested, 4.4% active; also: potency is read from the fitted curve at half-maximal effect; % is scaled to controls: 0 for no effect and ±100 for the full control effect; nearly all actives have a fitted effect of over 50% in size
Target sequence (O75164 whole entry, looked up, the tested form may be a part): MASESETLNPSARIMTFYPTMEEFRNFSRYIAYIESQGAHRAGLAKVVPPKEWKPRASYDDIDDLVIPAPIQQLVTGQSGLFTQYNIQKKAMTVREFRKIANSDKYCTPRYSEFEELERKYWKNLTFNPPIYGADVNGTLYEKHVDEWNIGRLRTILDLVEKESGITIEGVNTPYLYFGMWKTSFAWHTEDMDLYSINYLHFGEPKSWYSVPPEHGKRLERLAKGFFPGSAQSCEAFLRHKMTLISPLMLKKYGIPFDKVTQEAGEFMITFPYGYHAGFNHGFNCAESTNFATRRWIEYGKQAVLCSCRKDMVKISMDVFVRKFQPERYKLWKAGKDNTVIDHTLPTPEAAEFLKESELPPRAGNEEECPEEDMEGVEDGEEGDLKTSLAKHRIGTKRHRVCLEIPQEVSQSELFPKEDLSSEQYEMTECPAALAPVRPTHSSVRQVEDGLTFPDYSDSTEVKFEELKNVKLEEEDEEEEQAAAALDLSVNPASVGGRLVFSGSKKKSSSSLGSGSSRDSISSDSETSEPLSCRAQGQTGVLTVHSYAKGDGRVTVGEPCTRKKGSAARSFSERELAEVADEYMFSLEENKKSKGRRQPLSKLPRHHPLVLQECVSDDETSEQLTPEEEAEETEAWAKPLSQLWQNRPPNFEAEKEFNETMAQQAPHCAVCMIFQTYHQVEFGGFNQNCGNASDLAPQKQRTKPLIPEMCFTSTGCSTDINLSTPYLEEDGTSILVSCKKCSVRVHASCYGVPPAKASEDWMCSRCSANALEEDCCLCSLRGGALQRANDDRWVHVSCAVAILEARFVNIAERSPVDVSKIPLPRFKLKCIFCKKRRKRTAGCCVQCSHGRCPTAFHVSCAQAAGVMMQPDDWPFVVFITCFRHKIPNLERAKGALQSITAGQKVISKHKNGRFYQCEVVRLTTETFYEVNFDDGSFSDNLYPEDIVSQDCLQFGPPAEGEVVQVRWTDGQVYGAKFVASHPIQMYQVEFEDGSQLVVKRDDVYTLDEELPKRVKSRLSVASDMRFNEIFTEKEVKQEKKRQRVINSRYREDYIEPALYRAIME
PI4K2A inh – qHTS for small molecular inhibitors of PI4K2A; purified PI4K2A, ADP-Glo luminescence, 1 h; active compounds read low; 420,000 tested, 0.13% active; Phosphatidylinositol 4-kinase type 2-alpha (Homo sapiens), Q9BTU6; activity change, negative = inhibition, % at 76.9 µM; in the data active = activity change below about -50%; inconclusive = mostly about -30% to -49%;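 also: -100% = wells without enzyme as full effect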
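In this quantitative HTS, ADP production by PI4K2A was quantified luminescently after 1 h at ambient temperature; 100 microM adenosine served as plate-quality control.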
* marks the source's active call; other numbers are inactive results; i = inactive; ? = inconclusive; . = not tested or not shown; & = joins results of further samples; [ ] = another dose, or the depositor's remark. Unless noted, calls follow the shape of the dose curve; as a rule, active = well fitted curve in the direction sought with a large enough effect; inconclusive = small, poorly fitted or top-dose-only effect, or another doubt; inactive = no such curve, though single readings can be large; an effect the other way counts as inactive or inconclusive.

GLS inhibitor	Pin1 inh	PGK inhibitor	HP1b binding inh	molecule	ERG-DNA inh	JMJD2A Tudor inh	G9a inh	PI4K2A inh	BAZ2B inh
-31.3%	0.6%	-0.3%	20.4%	COc1ccc(NC(=O)[C@H](COCc2ccccc2)NC(=O)OC(C)(C)C)cc1	-3.6%	-20.6%	25.2%	0.3	-22.2%[57.1 µM]
-0.9%	11.1%	-4.4%	-8.3%	O=C(Cn1cnc([N+](=O)[O-])c1)Nc1cc(Oc2ccc(Cl)cc2Cl)cc([N+](=O)[O-])c1	-2.8%	?	?	4.8	-36.2%
4.0%	-3.9%	7.9%	24.8%	COc1ccc(N(C(=O)c2cccnc2)S(=O)(=O)c2cc(OC)ccc2OC)cc1	-6.0%	-15.2%	0.4%	-0.3	-15.3%
-1.3%	6.4%	0.3%	29.4%	Cc1ccc(C(=O)Nc2ccccc2C(=O)NCc2ccccc2)cc1	0.8%	-6.7%	14.5%[59 µM]	-7.1	0.4%
2.6%	-0.7%	-7.4%	30.7%	Cc1ccn(CC(=O)N2CCCC(N3CCN(c4ccc(F)cc4)CC3)C2)n1 (stereo unspecified)	5.7%	1.0%	-8.1%[12.7 µM]	0.5	-23.0%
-5.1%	0.0%	-5.6%	-1.3%	COCC(=O)Nc1c(C(=O)Nc2ccccc2OC)oc2ccccc12	0.5%	-18.7%	21.0%[12.7 µM]	2.1	-2.5%
17.8%	-7.3%	2.0%	22.8%	Cc1nn(C)c(C)c1NS(=O)(=O)c1ccc(Cl)cc1	-7.8%	0.0%	-6.1%	-2.9	0.2%
0.6%	50.0%[activator]	-13.8%	22.7%	N=C1/C(=C\c2ccc(Br)o2)C(=O)N=C2SC(CC(=O)N3CCOCC3)=NN12	35.9%[activator]	89.1µM*	12.9%[12.7 µM]	0.8	50.1µM*
40.8%[activator]	50.8%[activator]	-2.5%	10.3%	O=C(CSc1nnnn1-c1ccccc1)CSc1nnnn1-c1ccccc1	.	-12.4%	-32.4%[12.7 µM]	1.3	-0.2%
-9.8%	-6.8%	-1.7%	27.9%	COCCn1c(SCc2ccc(C)cc2)nc2c1c(=O)[nH]c(=O)n2C	-8.2%	-7.4%	.	0.4	.

Ordered by value in Pin1 inh (highest first): three of the compounds above
mol | GLS inhibitor | Pin1 inh | PGK inhibitor | HP1b binding inh | ERG-DNA inh | JMJD2A Tudor inh | G9a inh | PI4K2A inh | BAZ2B inh
O=C(Cn1cnc([N+](=O)[O-])c1)Nc1cc(Oc2ccc(Cl)cc2Cl)cc([N+](=O)[O-])c1 | -0.9% | 11.1% | -4.4% | -8.3% | -2.8% | ? | ? | 4.8 | -36.2%
Cc1ccc(C(=O)Nc2ccccc2C(=O)NCc2ccccc2)cc1 | -1.3% | 6.4% | 0.3% | 29.4% | 0.8% | -6.7% | 14.5%[59 µM] | -7.1 | 0.4%
Cc1ccn(CC(=O)N2CCCC(N3CCN(c4ccc(F)cc4)CC3)C2)n1 (stereo unspecified) | 2.6% | -0.7% | -7.4% | 30.7% | 5.7% | 1.0% | -8.1%[12.7 µM] | 0.5 | -23.0%

Next structures follow:
GLS inhibitor	Pin1 inh	PGK inhibitor	HP1b binding inh	molecule	ERG-DNA inh	JMJD2A Tudor inh	G9a inh	PI4K2A inh	BAZ2B inh
33.8%[activator]	8.5%	-4.4%	21.7%	COc1ccc(NC(=O)N(C2CCCCC2)C2CCN(C(C)C)CC2)c(OC)c1	11.5%	-14.2%	-46.8%[12.7 µM]	1.5	1.6%
1.2%	?	4.7%	32.3%	COC(=O)C(NC(=O)CCc1c(C)nc2c(-c3ccccc3)c(C)nn2c1C)C(C)C (stereo unspecified)	1.8%	-2.7%	-23.9%[59 µM]	19.8	3.0%
0.9%	3.2%	-4.9%	4.0%	Cc1[nH]nc2ncc(C(=O)c3cc(Cl)cc(Cl)c3O)cc12	-9.7%	-7.6%	-40.3%[59 µM]	-6.4	-26.4%
-18.0%	?	-0.5%	26.5%	COc1cc(NC(=O)CC(c2cccs2)N2Cc3ccccc3C2=O)cc(OC)c1OC (stereo unspecified)	1.0%	7.6%	-30.5%[59 µM]	-0.6	-21.5%
-5.4%	3.8%	-5.2%	-11.2%	O=C(CSc1nc(NS(=O)(=O)c2ccccc2)cc(=O)[nH]1)Nc1ccccc1C(F)(F)F	-6.5%	?	-11.6%	-15.7	?
36.7%[activator]	?	1.1%	21.4%	COCc1cc(CN2CCN(C)CC2)c(O)c2ncccc12	-6.6%	7.94µM*	-125.7%	-10.5	1.12µM*
3.8%	7.6%	i	13.1%	O=C(CSc1nnc(-c2ccncc2)n1CC1CCCO1)Nc1ccccc1Cl (stereo unspecified)	3.3%	-11.4%	15.8%	-11.7	-18.1%
7.3%	6.9%	0.6%	22.8%	COC(=O)c1ccc(Cn2nnc3c(=O)[nH]c(C4CCN(S(=O)(=O)c5cc(C)ccc5C)CC4)nc32)cc1	-4.7%	-16.7%	11.4%	-4.0	-27.9%
13.6%	-2.3%	-2.8%	36.7%	COc1ccc(OCC(=O)N2CCN(C(=O)c3ccc(F)cc3)CC2)cc1	-7.6%	-11.0%	67.1%[activator]	3.0	1.1%
-0.6%	?	-4.9%	6.6%	CCOc1ccc(NC(=O)CC(Cc2cc(C)cc(C)c2)C(=O)O)cc1 (stereo unspecified)	3.4%	-11.5%	-11.5%	5.6	30.6%[activator]
5.9%	-4.5%	-6.4%	45.1%[activator]	Cc1nc2cc(-c3cccc(F)c3)nn2c(C)c1CCC(=O)NC1CCCCC1	0.4%	-8.1%	0.0%[59 µM]	-3.2	-2.0%
42.8%[activator]	3.0%	-0.5%	21.7%	O=C(CCSc1ccccc1)N1CCN(c2ccccc2)CC1	4.6%	-14.6%	.	2.9	-21.5%
-19.3%	-7.2%	-9.0%	-3.0%	CC1CC(=O)Nc2ccccc2N1S(=O)(=O)c1ccccc1 (stereo unspecified)	2.0%	17.8µM*	-22.5%[59 µM]	-6.1	37.3%[activator]
4.3%	-1.1%	0.4%	15.2%	CN(CC(=O)Nc1ccccc1Br)C(=O)c1cc2c(s1)CCCCC2	-5.7%	-16.9%	17.9%[0.501 µM]	-0.5	4.9%
-0.6%	2.3%	-12.2%	36.4%[activator]	COc1cccc(-n2nc(-c3ccnn3-c3cccc(Cl)c3)c(=O)n(C)c2=O)c1	-0.5%	9.5%	-2.9%	-0.8	-17.4%
0.0%	12.0%	-0.9%	20.5%	Cc1ccc(S(=O)(=O)CC(=O)N2CCN(c3ccccc3F)CC2)cc1	4.5%	-2.1%	.	-2.5	5.1%
-4.8%	3.7%	0.4%	49.4%[activator]	O=C(c1cccc(F)c1)N1CCN(S(=O)(=O)c2ccccc2)CC1	-1.8%	-0.6%	21.2%[59 µM]	-12.9	10.1%
0.0%	1.5%	-4.7%	-16.7%	Cc1cc([N+](=O)[O-])ccc1NCc1ccc2c(c1)OCCO2	-7.5%	?	.	-1.7	?
6.7%	3.2%	-7.5%	39.1%	CCOC(=O)c1c(NC(=O)CNCC(O)CO)sc(C)c1C (stereo unspecified)	0.6%	-16.0%	-12.4%[59 µM]	-0.2	-5.3%
5.1%	0.9%	-0.6%	23.9%	Cc1nc2sc3c(c2c(=O)n1NC(=O)CCl)CCCC3	-13.4%	-15.2%	-21.8%	-2.1	-13.3%
7.2%	-1.5%	-13.6%	10.2%	O=C(O)c1cccc(Oc2ccc(C(=O)O)c([N+](=O)[O-])c2)c1	5.0%	?	.	-0.7	.
-1.7%	-1.5%	i[11.5 µM]	29.1%	O=C(CSc1nccc(=O)[nH]1)N1c2ccccc2CCc2ccccc21	.	-13.7%	-3.9%[59 µM]	0.3	13.3%
0.1%	2.1%	i	67.7%[activator]	CC1CCCCC1NC(=O)CN1C(=O)NC(C)(c2cc(F)ccc2F)C1=O (stereo unspecified)	1.9%	-17.4%	13.7%[12.7 µM]	-6.0	-4.4%
43.9%[activator]	5.0%	1.6%	-1.7%	COc1ccc(C(=O)NC(=S)Nc2ccc(S(=O)(=O)Nc3cc(OC)ncn3)cc2)cc1	7.3%	-16.4%	?	-5.8	?
5.5%	-8.4%	-8.2%	20.5%	Cc1nnc(SCCn2c(N3CCN(C)CC3)nc3c2c(=O)n(C)c(=O)n3C)s1	-3.6%	-19.8%	-30.3%[12.7 µM]	-9.2	?
-11.9%	3.1%	i	32.1%	CCCN(C(=O)COc1ccc(C(C)=O)cc1OC)C1CCS(=O)(=O)C1 (stereo unspecified)	-0.2%	4.7%	57.0%[activator][12.7 µM]	3.3	58.5%[activator]
-3.9%	-16.1%	?	16.0%	Cc1cccc(C(=O)Nc2ccc(N3CCC(CCN4CCOCC4)CC3)c(C(=O)O)c2)c1	-7.4%	-25.0%	-6.1%[12.7 µM]	-10.5	31.6µM*
28.3%	?	-11.7%	?	O=C(O)COc1ccc(/C=C/c2ccc3cccc([N+](=O)[O-])c3n2)cc1	4.4%	?	28.2µM*	1.7	56.2µM*
-1.1%&-2.2%	?	0.8%&2.9%	10.8%&2.8%	c1ccc(CCC2=NCCn3cccc32)cc1	5.0%&-0.6%	-28.1%	2.7%[59 µM]	0.2&-1.3	-37.8%
